Screens (PubChem)
CHRM4 PAM = human M4 muscarinic receptor positive allosteric modulators, primary screen, CHO-K1 cells, Fluo-8 calcium fluorescence; AID 624126, 2012; activation, % at 3 µM; Muscarinic acetylcholine receptor M4 (Homo sapiens), P08173; CHO-K1 hM4/Gqi5, ACh EC20; 0% = ACh EC20, 100% = maximal ACh; 0.4% of 360,000 active;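 active = activation above its plate's cutoff, the mean activation of sample wells plus 3 SD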; note: some results filed as inactive read as strong as hits
CRFR2-BP ag = agonists of CRF-BP/CRF-R2 complex, primary screen, cell-based, HEK293, calcium dye fluorescence, uHTS. CRF-binding protein / CRF receptor 2 complex (human). calcium dye fluorescence (FLIPR); percent of saturating CRF peptide response. activation, % at 13.2 µM. 0.46% of 350,000 active. AID 588473, 2011;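 active = activation of at least 50%, plus an integration ratio under a set limit after plate pattern correction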;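 note: plate controls were neutral control wells without compound for no effect and CRF at EC100 for full effect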
IDE cell activ = human IDE activators in live cells, primary screen, fluorescence polarization, HEK cells, FAbeta-B substrate | activation, % at 5.96 µM | 0.073% of 340,000 active | AID 493087, 2011 | FAbeta-B cleavage; 0% vehicle, 100% cell-free pure enzyme wells;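 active = activation above the mean of all tested compounds plus 3 SD, set per screening campaign, cut at about 17% in these data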
IDE cell inh = human IDE inhibitors in live cells, primary screen, fluorescence polarization, HEK cells, FAbetaB substrate; Insulin-degrading enzyme (Homo sapiens), P14735; FAbetaB cleavage; inhibition, % at 5.59 µM; 0.41% of 320,000 active;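 active = percent inhibition above the average of all tested compounds plus 3 SD, set per screening campaign, cut at about 16% in these data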;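 note: IDE supplied by intact live HEK cells; FP after avidin binding of uncleaved biotin substrate so inhibition keeps polarization high; 0% = DMSO wells and 100% = 60 µM reference IDE inhibitor Ii1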
p-CIP stab down = p/CIP-EGFP fusion destabilizers, primary screen, fluorescence, F442A cells. Q05BA5. 16 h. decrease of EGFP signal, % at 10 µM. 0.01% of 290,000 active. AID 1984, 2009;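 active = EGFP signal decrease of at least 30% at 10 µM or well 3 SD below plate mean, unless failing retest; inactive = the rest, including hits failing retest or dose response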; note: some compounds called inactive have numbers as strong as hits; many of its hits are not listed in these tables
PHOSPHO1 block = PubChem AID 1565 | Phosphoethanolamine/phosphocholine phosphatase (Homo sapiens), Q8TCT1 | recombinant PHOSPHO1, absorbance phosphatase assay | inhibition, % at 13.3 µM | 1.1% of 290,000 active; in the data active = inhibition above about 60%
GalR3 antag = GalR3 antagonists in HEK293 cells, primary screen, cell-based, fluorescence readout; Galanin receptor type 3 (Homo sapiens), O60755; HEK293 GalR3-CNG cAMP membrane potential fluorescence; galR3 body fused to GalR1 C-terminus; inhibition, % at 3 µM; 0.44% of 360,000 active;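 active = inhibition above the screen-wide average plus 3 SD, cut at about 13% in these data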;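 note: forskolin and galanin both at EC90 stimulate the cells; cAMP rise reported by CNG channel membrane potential dye signal; 0% = forskolin plus galanin with DMSO and 100% = forskolin alone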
Target sequence (O60755 1-299 limits assumed): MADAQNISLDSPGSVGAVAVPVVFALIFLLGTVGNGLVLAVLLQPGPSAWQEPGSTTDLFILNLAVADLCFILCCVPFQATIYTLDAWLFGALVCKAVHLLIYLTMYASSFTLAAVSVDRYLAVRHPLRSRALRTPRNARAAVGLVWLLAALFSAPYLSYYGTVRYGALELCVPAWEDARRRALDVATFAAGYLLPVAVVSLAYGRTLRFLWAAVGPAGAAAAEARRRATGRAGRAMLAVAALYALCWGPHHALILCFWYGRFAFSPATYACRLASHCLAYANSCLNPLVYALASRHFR
CRFBP-R2 block = antagonists of CRF-BP/CRF-R2 complex, primary screen, cell-based, HEK293, calcium dye fluorescence, uHTS; CRF-induced calcium fluorescence; AID 588475, 2011; 0.59% of 350,000 active; inhibition, % at 11.8 µM;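 active = inhibition of the ligand-induced calcium signal above about 50% at the single tested concentration, limit read from the data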
MEKK3 PB1 HTS = modulators of MEKK3-MEK5 PB1 binding, primary screen, biochemical, wildtype MEKK3, multiplex bead flow cytometry, Alexa488-MEK5; Mitogen-activated protein kinase kinase kinase 3 (Homo sapiens), Q99759; bead-based flow cytometry, Alexa488-MEK5 binding to MEKK3; actives lie on both sides; 0 = blocked by unlabeled MEK5, 100 = vehicle; binding response (% of control), % at 10 µM; 1.4% of 290,000 active; AID 1529, 2009;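 active = binding response more than 3 SD above or below the average of its plate-row segment, actives on both sides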;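 note: Alexa488 bead fluorescence after subtracting the streptavidin-only scavenger bead signal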
Target sequence (Q99759 whole entry, looked up): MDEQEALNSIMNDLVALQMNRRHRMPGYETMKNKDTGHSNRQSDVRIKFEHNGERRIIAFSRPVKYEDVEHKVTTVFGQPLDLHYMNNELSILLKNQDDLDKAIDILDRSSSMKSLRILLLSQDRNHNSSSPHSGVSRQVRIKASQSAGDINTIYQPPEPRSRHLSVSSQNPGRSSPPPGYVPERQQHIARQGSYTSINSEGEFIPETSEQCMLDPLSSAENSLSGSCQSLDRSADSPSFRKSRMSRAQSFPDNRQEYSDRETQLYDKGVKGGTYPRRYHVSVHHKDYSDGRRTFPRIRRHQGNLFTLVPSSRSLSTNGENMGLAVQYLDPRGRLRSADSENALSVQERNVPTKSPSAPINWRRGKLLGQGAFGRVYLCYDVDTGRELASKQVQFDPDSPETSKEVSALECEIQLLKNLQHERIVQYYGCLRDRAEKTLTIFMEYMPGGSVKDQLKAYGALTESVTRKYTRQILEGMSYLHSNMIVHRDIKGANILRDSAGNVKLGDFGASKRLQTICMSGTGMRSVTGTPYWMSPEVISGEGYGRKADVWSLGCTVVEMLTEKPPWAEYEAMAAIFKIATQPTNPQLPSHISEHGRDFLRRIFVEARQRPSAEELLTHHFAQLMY
* hit, by the source's call; . = not tested or not shown.

p-CIP stab down	MEKK3 PB1 HTS	IDE cell activ	GalR3 antag	IDE cell inh	CRFR2-BP ag	PHOSPHO1 block	canonical_smiles	CRFBP-R2 block	CHRM4 PAM
-4	105	-1	-12	2	46	40	Cc1ccccc1NC(=S)NC(=O)Cc1ccc(Cl)cc1	-38	1
10	101	-4	-3	1	-0.7	4	CCOC(=O)c1c(NC(=O)Cn2nc([N+](=O)[O-])c(Br)c2C)sc2c1CCC(C)C2 (stereo unspecified)	-2	2
-6	106	5	-2	0	-0.9	10	C/C(=N\NC(=O)c1ccccc1)c1ccc(N2CCOCC2)cc1	12	0
7	102	3	-11	5	-0.7	.	CN(C)C(=O)c1cnc(-c2ccccc2)nc1-c1ccccc1	-7	-4
-17	94	-15	.	9	2.6	94*	COc1ccc(-c2cn3c(C)c(C(=O)Nc4ccncc4)sc3n2)cc1	20	1
3	103	5	-2	0	-1.3	9	COC(=O)C1=C(C)N(C)C(C)=C(C(=O)OC)C1c1ccsc1	9	-3
-8	108	1	-10	0	0.9	41	COc1cc(S(=O)(=O)N2CCN(C(=O)c3ccco3)CC2)ccc1Cl	-1	-2
.	.	0	-4	-4	1.5	.	COc1ccc(CC(=O)Oc2ccc(F)c(F)c2)cc1S(=O)(=O)N1CCOCC1	-6	4
0	100	0	-4	1	0.2	-1	O=C(OCC(=O)c1ccc(S(=O)(=O)N2CCCC2)cc1)C1=COCCO1	8	6
-7	99	6	-3	4	-1.5	12	CCC1=NN(C(=O)Cc2ccccc2)C(O)(c2ccncc2)C1 (stereo unspecified)	20	10
-19	100	2	3	5	0.4	6	CCOc1ccc(NC(=O)Nc2ccc3c(c2)N(C)C(=O)CS3)cc1	-1	-10
3	94	5	4	3	-0.1	59	COC(=O)CC1COc2ccccc2N1C(=O)c1cccc(Cl)c1 (stereo unspecified)	40	2
-1	95	-2	-6	4	0.1	-33	CCC(=O)Nc1nc2ccccc2n1Cc1ccccc1	-3	5
0	101	-3	-7	5	1.6	-25	O=C(O)c1ccc(C(=O)O)c(C(=O)c2ccc(NC(=O)c3ccccc3)cc2)c1	-9	1
.	.	2	-4	-3	-1.5	.	CCOc1c(Cl)cc(/C=C/C(=O)N(CC)CC(=O)NCc2cccs2)cc1OC	6	-1
0	100	1	-4	-3	0.5	4	Cn1cnc2ccc([N+](=O)[O-])cc2c1=O	6	8
-13	82	1	-10	7	-1.8	33	Cc1ccc(N(CC(=O)N/N=C/c2ccco2)S(=O)(=O)c2ccccc2)cc1	3	-3
-19	99	3	-4	2	2.4	29	CN1CCN(NC(=S)NC2CCCC2)CC1	-3	3
7	97	4	-11	0	-0.3	33	CCCc1cc(=O)oc2c3c(cc(OCC(=O)N[C@@H](C)C(=O)O)c12)OC(C)(C)CC3	2	2
.	102	-3	-5	0	0.8	.	COC(=O)[C@H]1[C@@H](C)N(Cc2ccccc2)C(=O)N[C@H]1c1ccccc1	-1	21
-13	110	0	-4	1	2.2	0	Cc1cccc(CSc2ncnc3c2cnn3Cc2ccccc2)c1	6	5
.	.	0	-3	1	-2.6	.	CCOC(=O)c1c(C)[nH]c(C(=O)OCC(=O)NCCc2ccc(OCC)c(OCC)c2)c1C	0	-7
-13	93	-4	18*	14	0.2	-65	O=C(NC(=S)NC(=O)c1ccccc1F)c1ccccc1F	6	3
-5	98	2	8	5	-1.2	53	CC(C)=CC(=O)Nc1nnc(-c2ccccc2C)s1	3	0
-2	107	3	3	4	-1.4	24	CCc1ccc2[nH]c(=O)c(CN(CCCN3CCOCC3)C(=O)Nc3ccc(Cl)cc3)cc2c1	-5	1
-1	105	1	-4	.	-0.3	53	COc1cc(/C=C2\SC(=O)N(Cc3ccc(Cl)cc3)C2=O)cc([N+](=O)[O-])c1O	55*	2
-10	102	3	-6	-3	-0.8	-1	O=C1CSC(c2cccc(Cl)c2Cl)N1c1ccccn1 (stereo unspecified)	26	7
-12	105	7	6	-4	-2.9	30	Cc1ccc(N(CC(=O)Nc2cc(C)ccc2C)S(C)(=O)=O)cc1	21	-5
-10	100	2	-4	9	-2.6	-12	CCOC(=O)c1ccc(-c2ccc(/C=N/NC(=O)CN(c3ccccc3Br)S(C)(=O)=O)o2)cc1	-18	5
-3	104	-2	1	4	0.0	-14	COc1ccccc1C(CNc1nc(C(F)(F)F)nc2ccccc12)N(C)C (stereo unspecified)	-6	-3
-20	103	0	-9	-5	-0.8	-15	CCN(Cc1nc(-c2cccc(C)c2)no1)C(=O)c1ccco1	-6	-3
-9	70	2	-3	-2	-1.4	37	Cc1cccc(OCC(=O)O/N=C(\N)c2ccccn2)c1	-10	9
-9	100	-5	-1	3	-0.1	18	Cc1ccccc1CC(=O)N1CCN(S(=O)(=O)c2cccs2)CC1	11	-3
.	.	4	-7	-2	0.8	.	CCOC(=O)C1=C(COC(=O)C2CC(=O)N(c3ccc(CC)cc3)C2)NC(=O)NC1C (stereo unspecified)	6	3
-6	102	1	-2	5	0.4	34	CCN(CC)C(=O)c1ccc2c(=O)n(CCOC)c(=S)[nH]c2c1	-2	-7
-6	100	1	-7	1	-2.7	47	CC(C)(C)n1nnnc1C(c1cccc(C#N)c1)N1CCCCCC1 (stereo unspecified)	14	14
-4	110	4	-5	3	1.6	5	O=C(Nc1cccnc1)c1cccc(S(=O)(=O)N2CCOCC2)c1	-4	9
-1	103	3	0	-5	3.1	27	Cc1ccnc(NC(=O)CNC(=O)c2ccccc2Br)c1	-15	3
1	121	5	-6	0	1.0	3	Cc1cc(CSc2ccccc2)ccc1NC(=O)c1ccc(C)c([N+](=O)[O-])c1	3	-2
.	.	2	-5	-1	-3.6	.	COc1ccc(CNC(=O)CN2C(=O)NC3(CCCCCC3)C2=O)cc1	17	3
-2	109	2	0	6	-1.9	9	Cc1onc(-c2ccccc2Cl)c1C(N)=O	4	1
-8	99	0	-2	-9	0.3	1	O=C(CN(C(=O)CCC(=O)Nc1ccccn1)c1ccc2c(c1)OCO2)NCc1ccco1	-34	-1
-15	96	1	-4	2	3.4	5	C(=C\CSc1nnnn1-c1ccccc1)/CSc1nnnn1-c1ccccc1	9	0
-9	107	3	1	-1	0.9	37	COC(=O)c1ccc(/C=C2/SC(=S)N(CCC(=O)N3CCOCC3)C2=O)cc1	12	-3
4	100	0	.	1	14	29	COc1ccc(/C=C2\Oc3cc(OCC(=O)N4CCC[C@H]4C(=O)O)ccc3C2=O)cc1OC	-11	8
-8	105	8	-5	1	-0.3	44	COc1ccc(CN2CCN(C(C)C)C(CCO)C2)cc1Cn1cccn1 (stereo unspecified)	8	5
-9	100	-1	-9	-3	-1.3	.	Cc1nc(CSc2ccc(Br)cc2)cs1	12	0
-7	105	8	-4	-2	-1.4	41	Cc1ccc(C(=O)/C=C/NNC(=O)c2ccccc2O)cc1	6	-9
.	.	3	-1	0	1.7	.	CC(OC(=O)C1CCCCC1)C(=O)Nc1cccc([N+](=O)[O-])c1 (stereo unspecified)	-6	0
12	104	-1	-3	3	2.0	-29	Cc1ccc(O)c(NC(=O)CSc2n[nH]c(C)c2[N+](=O)[O-])c1	-2	-16

(next part)
p-CIP stab down	MEKK3 PB1 HTS	IDE cell activ	GalR3 antag	IDE cell inh	CRFR2-BP ag	PHOSPHO1 block	canonical_smiles	CRFBP-R2 block	CHRM4 PAM
-3	130*	-4	-3	1	-3.0	43	c1ccc(-c2cc(-c3ccccc3)on2)cc1	-3	7
2	102	1	-1	-8	2.6	3	O=C(Nc1nc(-c2ccc(-c3ccccc3)cc2)cs1)C1CCCO1 (stereo unspecified)	-10	5
5	99	0	-6	-2	2.1	8	Cc1ccc(-c2nnc(SCC(=O)N/N=C/c3cccs3)n2-c2ccc(C)cc2)cc1	5	-1
.	.	-2	-5	2	0.9	.	CCCCOc1ccc(/C=C/C(=O)N(CC)CC(=O)Nc2ccc3c(c2)OCCO3)cc1OC	6	-7
.	.	.	-5	.	-1.8	.	CCOc1cc(N2CCOCC2)c(OCC)cc1NC(=O)c1ccccc1N1CCCC1=O	12	-8
1	96	-2	-1	1	-1.1	36	NN/C(=C\[N+](=O)[O-])Nc1ccccc1	-9	-4
.	.	3	-1	.	-0.9	.	CC(C)(C)c1ccc2oc(=O)cc(-c3cccc(-c4ccc(C(F)(F)F)cc4)c3)c2c1	16	3
-2	102	3	-5	-1	-1.4	42	Cc1cc[n+](CC(=O)Nc2cc(C(F)(F)F)ccc2Cl)cc1	-1	5

13 successive compounds already listed, quoted:
p-CIP stab down	MEKK3 PB1 HTS	IDE cell activ	GalR3 antag	IDE cell inh	CRFR2-BP ag	PHOSPHO1 block	canonical_smiles	CRFBP-R2 block	CHRM4 PAM
-8	99	0	-2	-9	0.3	1	O=C(CN(C(=O)CCC(=O)Nc1ccccn1)c1ccc2c(c1)OCO2)NCc1ccco1	-34	-1
-15	96	1	-4	2	3.4	5	C(=C\CSc1nnnn1-c1ccccc1)/CSc1nnnn1-c1ccccc1	9	0
-9	107	3	1	-1	0.9	37	COC(=O)c1ccc(/C=C2/SC(=S)N(CCC(=O)N3CCOCC3)C2=O)cc1	12	-3
4	100	0	.	1	14	29	COc1ccc(/C=C2\Oc3cc(OCC(=O)N4CCC[C@H]4C(=O)O)ccc3C2=O)cc1OC	-11	8
-8	105	8	-5	1	-0.3	44	COc1ccc(CN2CCN(C(C)C)C(CCO)C2)cc1Cn1cccn1 (stereo unspecified)	8	5
-9	100	-1	-9	-3	-1.3	.	Cc1nc(CSc2ccc(Br)cc2)cs1	12	0
-7	105	8	-4	-2	-1.4	41	Cc1ccc(C(=O)/C=C/NNC(=O)c2ccccc2O)cc1	6	-9
.	.	3	-1	0	1.7	.	CC(OC(=O)C1CCCCC1)C(=O)Nc1cccc([N+](=O)[O-])c1 (stereo unspecified)	-6	0
12	104	-1	-3	3	2.0	-29	Cc1ccc(O)c(NC(=O)CSc2n[nH]c(C)c2[N+](=O)[O-])c1	-2	-16
-3	130*	-4	-3	1	-3.0	43	c1ccc(-c2cc(-c3ccccc3)on2)cc1	-3	7
2	102	1	-1	-8	2.6	3	O=C(Nc1nc(-c2ccc(-c3ccccc3)cc2)cs1)C1CCCO1 (stereo unspecified)	-10	5
5	99	0	-6	-2	2.1	8	Cc1ccc(-c2nnc(SCC(=O)N/N=C/c3cccs3)n2-c2ccc(C)cc2)cc1	5	-1
.	.	-2	-5	2	0.9	.	CCCCOc1ccc(/C=C/C(=O)N(CC)CC(=O)Nc2ccc3c(c2)OCCO3)cc1OC	6	-7
